PLC-beta3 inh = blocks human PLC-beta3 enzyme activity. Purified PLC-beta3, fluorogenic substrate, fluorescence. Q01970. AID 720704. 370,000 compounds, 0.18% hits. inhibition, % at 12.2 µM; in the data active = inhibition above about 11%;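 also: 0% = median of compound wells on plate and 100% = full blocker control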
hcDAF12 agonist = H. contortus DAF-12 activation, primary screen | HEK293 hcDAF-12 lit1-tk-luc reporter, luminescence; 0% DMSO, 100% Δ7-dafachronic acid | activation, % at 6.8 µM | 370,000 compounds, 1.4% hits;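 active = activation above the mean of all tested compounds plus 3 SD, cut at about 5.5% in these data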;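 also: 100% = response to 3 µM Δ7-dafachronic acid high control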
DAX1 inh-1 = inhibitors of DAX1 repression of SF-1 activated StAR promoter | HEK293T StAR-luciferase reporter, SF-1/DAX-1 repression relief | inhibition, % at 6.8 µM | 370,000 compounds, 1.1% hits | AID 652010;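 active = inhibition above the mean over all tested compounds plus 3 SD, cut at about 3.6% in these data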;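 also: 0% = DAX-1 cells with DMSO and 100% = cells lacking DAX-1 with DMSO; higher inhibition means more luminescence from relief of DAX-1 repression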
NR1D1 modulator = modulators of human Rev-erb alpha DNA binding; activity, % at 10 µM; P20393; 370,000 compounds, 0.79% hits; Rev-erbα–FITC-DNA binding, fluorescence polarization, 90 min;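 active = activity above about 14%, limit read from the data; passing the limit was not always enough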;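 also: 0% = DMSO wells with 35 nM protein and 100% = DMSO wells with 750 nM protein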
Target sequence (P20393 whole entry, looked up): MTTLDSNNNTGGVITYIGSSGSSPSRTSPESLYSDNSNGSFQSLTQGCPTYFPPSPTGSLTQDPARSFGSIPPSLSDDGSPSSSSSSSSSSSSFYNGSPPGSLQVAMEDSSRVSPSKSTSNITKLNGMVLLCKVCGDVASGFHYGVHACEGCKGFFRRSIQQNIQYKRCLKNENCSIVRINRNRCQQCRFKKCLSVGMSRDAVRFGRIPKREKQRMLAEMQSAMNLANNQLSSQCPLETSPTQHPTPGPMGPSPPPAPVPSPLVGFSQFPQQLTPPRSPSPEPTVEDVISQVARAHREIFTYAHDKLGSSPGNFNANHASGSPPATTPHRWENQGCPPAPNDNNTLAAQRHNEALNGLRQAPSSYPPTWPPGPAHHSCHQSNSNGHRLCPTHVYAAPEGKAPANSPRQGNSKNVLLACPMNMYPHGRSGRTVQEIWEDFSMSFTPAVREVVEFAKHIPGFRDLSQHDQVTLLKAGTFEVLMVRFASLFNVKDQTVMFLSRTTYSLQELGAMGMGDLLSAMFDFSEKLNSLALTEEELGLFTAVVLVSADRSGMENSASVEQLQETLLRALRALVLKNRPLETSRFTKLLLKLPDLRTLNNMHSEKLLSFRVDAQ
ssDAF-12 act = activators of S. stercoralis DAF-12 nuclear receptor. AID 652126. activation, % at 6.8 µM. HEK293 ssDAF-12/GRIP1 lit1-tk-luc reporter, luminescence; % of 3 µM dafachronic acid response. 370,000 compounds, 1% hits;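 active = activation above the mean over all tested compounds plus 3 SD, cut at about 0.9% in these data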;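 also: 0% = DMSO-only wells and 100% = 3 µM delta7-dafachronic acid wells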
PLC-gamma1 inh = inhibitors of human phospholipase C gamma1; P19174; purified PLC-gamma1, fluorogenic substrate, fluorescence; inhibition, % at 12.2 µM; 370,000 compounds, 0.84% hits; AID 720700; in the data active = inhibition above about 9.5%
hgDAF-12 ag = activates the H. glycines DAF-12 receptor ligand-binding domain. activation, % at 6.8 µM. HEK293 GAL4-hgDAF12 UAS-luciferase reporter, agonist luminescence; normalized to butyrate control. AID 687014. 370,000 compounds, 1.8% hits;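 active = activation above a cutoff set at the mean of all screened compounds plus 3 SD, cut at about 10% in these data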;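 also: 0% = DMSO wells and 100% = sodium butyrate wells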
MBD2 inh = inhibitors of human MBD2 binding to methylated oligonucleotide; TR-FRET; inhibition, % at 4.4 µM; 370,000 compounds, 0.31% hits; in the data active = inhibition above about 13%
ADAM17 inh = inhibits human ADAM17. P78536. recombinant ADAM17, EDANS/DABCYL FRET peptide cleavage. inhibition, % at 6.95 µM. 370,000 compounds, 0.83% hits. AID 720648;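 active = inhibition above the mean of compounds lying between control limits plus 3 SD, set per campaign, cut at about 8.5% in these data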;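 also: 0% = DMSO-only wells as the low control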
DAX1 inh-2 = inhibitors of human orphan nuclear receptor DAX1 (NR0B1); AID 504766; inhibition, % at 6.75 µM; P51843; HEK293 Gal4-DAX1 luciferase reporter, luminescence; 340,000 compounds, 0.99% hits;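 active = inhibition above the mean over all tested compounds plus 3 SD, cut at about 4.2% in these data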;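 also: 0% = DAX1-transfected cells with DMSO and 100% = empty-vector control cells with DMSO; inhibition shows as a rise in luminescence from relieved DAX1 repression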
Target sequence (P51843 207-470 limits assumed): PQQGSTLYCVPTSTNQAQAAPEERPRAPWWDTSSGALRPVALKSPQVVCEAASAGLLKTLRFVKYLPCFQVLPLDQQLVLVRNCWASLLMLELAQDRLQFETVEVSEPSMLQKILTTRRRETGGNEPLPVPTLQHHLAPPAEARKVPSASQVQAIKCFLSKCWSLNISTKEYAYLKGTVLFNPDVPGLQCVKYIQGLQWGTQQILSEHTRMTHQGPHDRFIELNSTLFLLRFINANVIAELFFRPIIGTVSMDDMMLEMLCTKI
SMARCA2 activ = SMARCA2 function activation, primary screen; MG213 cells, MMTV-luciferase reporter, dexamethasone, overnight; activation, % at 9.1 µM; 370,000 compounds, 1% hits; in the data active = activation above about 7.8%;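 also: 0% = vehicle wells and 100% = reference activator wells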
Numbers without * were called inactive; . = no result given.

(1) Clc1cccc(Cl)c1CSc1nnc([C@@H]2CCCN2)o1
(2) COc1cc(C(=O)NC2CC3CCCC(C2)N3Cc2ccccc2)cc(OC)c1OC (stereo unspecified)
(3) CCOC(=O)/C(C(C)=O)=C1/OC(=O)c2ccccc21
(4) COc1ccc(NC(=O)c2ccco2)cc1NC(=O)c1ccccc1[N+](=O)[O-]
(5) COc1ccc(/C=N/NC(=O)c2ccn[nH]2)cc1COc1ccc([N+](=O)[O-])c(C)c1
(6) COC(=O)[C@@]1(Cc2ccc(F)cc2)[C@H]2c3cc(C(=O)N4CCCC4)n(CCc4ccccn4)c3C[C@H]2CN1C(=O)c1ccccc1
(7) COc1ccc(-n2nnnc2/C=C/Nc2cc(C(F)(F)F)ccc2OC)cc1
(8) CCC(CO)Oc1cc(NC(=O)c2ccc(OC)cc2)c2ncn(C(C)C)c2c1 (stereo unspecified)
Assay by compound | 1 | 2 | 3 | 4 | 5 | 6 | 7 | 8
PLC-beta3 inh | -3 | -4 | -28 | -15 | -4 | -25 | -7 | -23
hcDAF12 agonist | 0.1 | 1.1 | -1.4 | -0.6 | -2.1 | -1.6 | -0.5 | -1.7
DAX1 inh-1 | 0.3 | 0.3 | 0.7 | -2.4 | -0.5 | -0.7 | -0.1 | -0.4
NR1D1 modulator | 6 | 1 | -3 | -1 | 1 | -2 | 7 | 3
ssDAF-12 act | -0.7 | -1.6 | -1.4 | -1.4 | -1.4 | -1.2 | -1.2 | -1.2
PLC-gamma1 inh | 1 | 3 | 3 | 5 | 5 | -15 | -4 | -14
hgDAF-12 ag | -0.8 | 0.0 | 1.5 | 0.3 | 0.6 | 0.9 | 2.8 | -2.3
MBD2 inh | 2 | -1 | 0 | 6 | 6 | 2 | 2 | 6
ADAM17 inh | -1 | 0 | 1 | -1 | 5 | -5 | -6 | -5
DAX1 inh-2 | -0.1 | -0.2 | 0.7 | -0.3 | . | . | 2.5 | -1.1
SMARCA2 activ | -1 | 0 | -1 | -1 | 1 | -1 | -2 | -1

(9) CCCCCn1c(N2CCC(C(N)=O)CC2)nc2c1c(=O)[nH]c(=O)n2C
(10) Cc1ccc(C)c(-c2nnc(NC(=O)C3=COCCO3)o2)c1
(11) COc1ccc(CC(=O)NCC2(c3ccc(OC)c(OC)c3)CCCC2)cc1
(12) COc1cccc(NC(=O)C2CCCN(S(=O)(=O)c3cccc4nsnc34)C2)c1 (stereo unspecified)
(13) COc1ccccc1NS(=O)(=O)c1cc(C)ccc1C
(14) Cc1ccc(Cc2c(-c3ccc(C)cc3)nc3ccc(Br)cn23)cc1
(15) CCOC(=O)C1=CN(Cc2cccc(F)c2)S(=O)(=O)N(C)C1c1cccc(OC)c1 (stereo unspecified)
(16) O=C(O)c1nn(Cc2nc3ccccc3o2)c(=O)c2ccccc12
Assay by compound | 9 | 10 | 11 | 12 | 13 | 14 | 15 | 16
PLC-beta3 inh | 4 | 0 | -2 | -2 | -2 | -12 | 2 | -4
hcDAF12 agonist | -0.8 | 0.0 | -0.9 | -2.2 | -1.7 | 4.6 | 0.1 | 5.9*
DAX1 inh-1 | -0.9 | 0.3 | 0.6 | -1.0 | -0.1 | 2.6 | -0.5 | 0.1
NR1D1 modulator | -2 | 2 | 1 | 0 | -3 | 14 | 2 | 4
ssDAF-12 act | -0.9 | -1.6 | -1.8 | -1.5 | -1.3 | -0.1 | -1.0 | -0.1
PLC-gamma1 inh | 3 | 0 | -1 | -2 | -2 | -11 | 1 | 0
hgDAF-12 ag | -0.7 | 6.1 | 0.9 | -0.6 | -1.5 | 8.6 | -0.7 | -1.1
MBD2 inh | 1 | -5 | 0 | -5 | 0 | 0 | 1 | 0
ADAM17 inh | 0 | 1 | -1 | 0 | -2 | -3 | 2 | 0
DAX1 inh-2 | 0.3 | 0.0 | -0.9 | -1.1 | -0.5 | 3.1 | 0.6 | 0.2
SMARCA2 activ | 2 | 0 | 4 | -2 | -2 | 2 | -4 | 4

Reformatted with values under each structure: part of the list above.
Fields: PLC-beta3 inh | hcDAF12 agonist | DAX1 inh-1 | NR1D1 modulator | ssDAF-12 act | PLC-gamma1 inh | hgDAF-12 ag | MBD2 inh | ADAM17 inh | DAX1 inh-2 | SMARCA2 activ
4. COc1ccc(NC(=O)c2ccco2)cc1NC(=O)c1ccccc1[N+](=O)[O-]
→ -15 | -0.6 | -2.4 | -1 | -1.4 | 5 | 0.3 | 6 | -1 | -0.3 | -1
5. COc1ccc(/C=N/NC(=O)c2ccn[nH]2)cc1COc1ccc([N+](=O)[O-])c(C)c1
→ -4 | -2.1 | -0.5 | 1 | -1.4 | 5 | 0.6 | 6 | 5 | . | 1
6. COC(=O)[C@@]1(Cc2ccc(F)cc2)[C@H]2c3cc(C(=O)N4CCCC4)n(CCc4ccccn4)c3C[C@H]2CN1C(=O)c1ccccc1
→ -25 | -1.6 | -0.7 | -2 | -1.2 | -15 | 0.9 | 2 | -5 | . | -1

Additional results.
(17) COc1cc(C2C(C(=O)c3cccs3)=C(O)C(=O)N2Cc2ccco2)cc(OC)c1OC (stereo unspecified)
(18) CCOc1ccccc1NC(=O)CCN1CCN(S(=O)(=O)c2ccc(Br)cc2)CC1
(19) COc1cc(OC)c(OC)cc1/C=N/n1c(COc2ccccc2)n[nH]c1=S
(20) CSc1nc(-c2ccccc2)nc(NC(C)=O)c1C(C)=O
(21) Cc1cc(C)c(N)c(C(=O)O)c1
(22) CCN(Cc1ccccc1)C(=O)CCc1nc(CN2CCN(C(=O)c3ccc([N+](=O)[O-])cc3)CC2)no1
(23) Cc1ccc(C(=O)c2ccccc2C(=O)O)c(O)c1
(24) COc1ccc(C2=NN(C(=O)CSc3nc4ccccc4s3)C(c3ccc(OC)cc3)C2)cc1 (stereo unspecified)
Assay by compound | 17 | 18 | 19 | 20 | 21 | 22 | 23 | 24
PLC-beta3 inh | -4 | 3 | -12 | 0 | -73 | -5 | 3 | 2
hcDAF12 agonist | -0.1 | -0.6 | -1.7 | 0.9 | -2.4 | 0.8 | 0.5 | -1.9
DAX1 inh-1 | 0.1 | 0.4 | 0.2 | -0.6 | -0.1 | -2.4 | 0.6 | -0.2
NR1D1 modulator | -1 | -1 | 10 | 3 | -1 | -1 | 0 | -1
ssDAF-12 act | -1.2 | -0.8 | -0.7 | -1.9 | -1.0 | -1.4 | -2.0 | -1.6
PLC-gamma1 inh | -3 | 1 | -6 | 2 | -56 | 1 | 1 | 1
hgDAF-12 ag | 2.9 | -2.6 | 3.6 | -1.4 | -1.9 | -1.4 | -0.4 | 2.1
MBD2 inh | -6 | 3 | 1 | 4 | 0 | 3 | 2 | 0
ADAM17 inh | -1 | -1 | -12 | -3 | -107 | -2 | 2 | 2
DAX1 inh-2 | 1.5 | -0.6 | 0.0 | 0.4 | -0.8 | 0.3 | 1.0 | 1.0
SMARCA2 activ | 0 | 0 | -1 | -1 | -1 | -1 | -4 | -2

(25) Cc1cc(C)c(C#N)c(SCC(=O)OC2CCCCC2)n1
(26) NC(=O)C1CCN(C(=O)c2ccc(NS(=O)(=O)c3ccc(F)c(F)c3)cc2)CC1
(27) CSCCC(NS(=O)(=O)c1cccc(C(F)(F)F)c1)C(=O)N(C)CCOc1ccc(Cl)cc1 (stereo unspecified)
(28) CCO[C@H]1OC(C(=O)N2CCN(Cc3ccccc3)CC2)=C[C@@H](c2coc3ccccc3c2=O)[C@@H]1CCCO
(29) CCNC(=O)N(C)[C@H]1C[C@H]2c3[nH]c4c(-c5cccc(C)c5)cccc4c3CCN2C[C@H]1[C@H](C)O
(30) Cc1c(NC(=O)CSc2ccc3c(c2)OCCO3)c(=O)n(-c2ccccc2)n1C
(31) CCOC(=O)C1CCN(S(=O)(=O)c2cc(F)ccc2OC)CC1
(32) CSCCC(NC(=O)c1ccccc1)C(=O)Nc1ccc(C)cc1 (stereo unspecified)
Assay by compound | 25 | 26 | 27 | 28 | 29 | 30 | 31 | 32
PLC-beta3 inh | -63 | -5 | -7 | 0 | -196 | -3 | 1 | -1
hcDAF12 agonist | -0.6 | -0.7 | -1.6 | -2.4 | -3.8 | -1.6 | -1.3 | -1.0
DAX1 inh-1 | 0.8 | -0.1 | -2.1 | 0.5 | 0.1 | -0.4 | 0.3 | 0.0
NR1D1 modulator | 2 | 4 | 3 | -1 | -3 | -1 | 5 | -2
ssDAF-12 act | -1.1 | -0.6 | -0.4 | -1.5 | -1.0 | -0.9 | -1.1 | -0.7
PLC-gamma1 inh | -40 | 1 | 0 | 1 | -148 | -3 | 6 | 1
hgDAF-12 ag | 1.0 | 0.6 | -1.3 | -1.6 | -1.5 | -1.4 | -2.5 | 2.5
MBD2 inh | 3 | 4 | 2 | 0 | 2 | 3 | 0 | -2
ADAM17 inh | 0 | 0 | 11* | -5 | -20 | -10 | -3 | -2
DAX1 inh-2 | 0.4 | 2.5 | -0.3 | -1.2 | . | -1.0 | 0.7 | 1.3
SMARCA2 activ | -4 | 0 | -3 | -1 | -5 | -3 | 0 | 0

(33) O=C(NC1CCCC1)C(c1ccccc1)n1c(-c2ccc3c(c2)CCO3)nc2ccccc21 (stereo unspecified)
(34) COc1cc(NC(=S)NN2CCN(C)CC2)cc(OC)c1OC
(35) NC(=O)[C@@H]1CCCN1C(=O)c1ccc2nc(Cc3cccc(Cl)c3)oc2c1
(36) CCOC(=O)CC1(NC(=O)C2CCC(=O)N(Cc3ccccc3OC)C2)CCCCC1 (stereo unspecified)
(37) COc1cccc(/C=C/C(=O)Nc2ccc3c(c2)OCCO3)c1OC
(38) O=C(CCCn1cnc([N+](=O)[O-])n1)Nc1cccc(Cl)c1Cl
(39) c1csc(C(c2nnnn2C2CCCCC2)N2CCCC3(CCCCC3)C2)c1 (stereo unspecified)
(40) COc1ccc(N2C(=O)CC(c3cc(OC)c(OC)c(OC)c3)CC2=O)cc1
(41) CCOc1ccc(Cn2c(C)nc([N+](=O)[O-])c2SCC(O)CCl)cc1[N+](=O)[O-] (stereo unspecified)
(42) C[C@@H](NC(=O)/C(C#N)=C/c1ccc(O)c(O)c1)c1ccccc1
(43) COc1ccc(C2=CC(c3c(C)nn(-c4ccccc4)c3Cl)n3nnnc3N2)cc1OC (stereo unspecified)
Assay by compound | 33 | 34 | 35 | 36 | 37 | 38 | 39 | 40 | 41 | 42 | 43
PLC-beta3 inh | -1 | 3 | -10 | -7 | -6 | 4 | 4 | -5 | 4 | -24 | -236
hcDAF12 agonist | -0.7 | 2.1 | 0.3 | -1.8 | 7.7* | -0.5 | -1.7 | -0.9 | -0.8 | -2.2 | -1.7
DAX1 inh-1 | -0.9 | -0.8 | 1.1 | 0.0 | 10* | 0.1 | 0.0 | 0.0 | 0.6 | 0.2 | -1.1
NR1D1 modulator | -2 | -5 | -8 | -4 | 5 | 8 | 6 | 3 | -2 | 4 | 6
ssDAF-12 act | -1.3 | -0.9 | -0.8 | -0.9 | 0.6 | -1.6 | -1.3 | -1.5 | -1.5 | -1.1 | -1.6
PLC-gamma1 inh | 0 | 3 | -3 | -3 | 1 | 3 | 2 | 3 | 1 | -10 | -198
hgDAF-12 ag | 0.3 | -2.9 | -0.5 | 1.7 | 19* | 0.2 | -0.9 | 0.3 | -3.8 | -4.5 | -1.2
MBD2 inh | 3 | 3 | -1 | -5 | 1 | 6 | 1 | -3 | 2 | 6 | 0
ADAM17 inh | -4 | 1 | -6 | -3 | 2 | 0 | -3 | 0 | 0 | -2 | -20
DAX1 inh-2 | . | -1.2 | 0.8 | -0.4 | -1.9 | -2.1 | 1.5 | -0.5 | -0.5 | 0.0 | 0.0
SMARCA2 activ | 0 | -3 | -1 | 6 | 5 | 6 | 2 | 0 | 3 | -5 | -1
